Bioassay records as filed in PubChem BioAssay.
L3MBTL1 inh: qHTS Assay for the Inhibitors of L3MBTL1 | Lethal(3)malignant brain tumor-like protein 1 (Homo sapiens), Q9Y468 | AlphaScreen L3MBTL1–H3K9me1 peptide binding | Potency, µM (top dose mostly 57.1 µM), for inactives: top-dose activity, negative = inhibition, hits mostly inhibitors | actives 0.66% (n = 230,000) | AID 485360, 2010; active means well fitted inhibition curve with a large enough effect; inconclusive means small, poorly fitted or top-dose-only effect; inactive means no such curve, though single readings can be large or run the other way; further: nearly all actives have a fitted effect of over 60% in size
Target sequence (Q9Y468 whole entry, looked up): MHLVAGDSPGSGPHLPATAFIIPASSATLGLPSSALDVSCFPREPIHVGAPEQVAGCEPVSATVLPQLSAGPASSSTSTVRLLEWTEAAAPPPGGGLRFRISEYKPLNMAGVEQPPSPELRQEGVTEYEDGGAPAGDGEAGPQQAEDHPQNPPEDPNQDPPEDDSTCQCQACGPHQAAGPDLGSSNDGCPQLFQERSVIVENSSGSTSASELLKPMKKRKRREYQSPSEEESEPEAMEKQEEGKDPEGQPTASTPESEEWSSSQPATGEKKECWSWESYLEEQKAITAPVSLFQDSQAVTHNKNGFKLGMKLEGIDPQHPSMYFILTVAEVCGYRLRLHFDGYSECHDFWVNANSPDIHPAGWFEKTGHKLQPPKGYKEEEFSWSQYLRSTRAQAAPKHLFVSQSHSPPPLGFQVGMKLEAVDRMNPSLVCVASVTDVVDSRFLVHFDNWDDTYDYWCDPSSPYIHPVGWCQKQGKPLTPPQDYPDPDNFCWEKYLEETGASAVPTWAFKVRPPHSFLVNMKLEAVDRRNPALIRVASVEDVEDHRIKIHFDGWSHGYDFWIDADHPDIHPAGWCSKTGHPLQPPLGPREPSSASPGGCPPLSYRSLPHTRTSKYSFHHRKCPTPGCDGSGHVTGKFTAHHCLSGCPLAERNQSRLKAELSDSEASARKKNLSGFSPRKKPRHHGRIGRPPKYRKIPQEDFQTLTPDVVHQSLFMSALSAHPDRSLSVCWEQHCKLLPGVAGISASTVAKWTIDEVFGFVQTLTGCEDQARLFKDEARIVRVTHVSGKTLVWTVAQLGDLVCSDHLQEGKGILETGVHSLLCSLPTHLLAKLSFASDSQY
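L3MBTL1 50 nM + b-AHA-H3(1-15)K9me1 75 nM, 30 min RT; compound added, 30 min RT; streptavidin donor/Ni-chelate acceptor beads 10 ug/mL each final, 30 min RT dark; AlphaScreen read.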
Active calls of the source: *; ? = inconclusive; [ ] = dose if it differs, or a comment. On the % scale 0 is the no-effect control and ±100 the full control effect; potency means the concentration at half of the fitted maximal effect. Some of the compounds tested, so the mix of outcomes need not match the whole.

SMILES	L3MBTL1 inh
COc1ccc([C@@H]2[C@@H]3C(=O)N(C(C)(C)C)C(=O)[C@@H]3[C@]3(Cc4ccccc4)C(=O)N(c4ccccc4)C(=O)N23)cc1	0.5%
CC(OC(=O)c1cccc(S(=O)(=O)N2CCCCC2)c1)C(=O)NCC1CCCCC1 (stereo not drawn)	6.8%
Oc1c(Br)cc(Br)cc1/C=N/c1nccs1	-10.0%
C[C@]12CCC[C@H](O1)[C@H]([C@@H](O)c1ccccc1)O2	1.3%
COc1ccc(CC(=O)OCC(=O)c2ccc[nH]2)cc1	-1.5%
CCc1cc(C(=O)NCC(c2ccco2)N2CCCCC2)sc1C (stereo not drawn)	-6.3%
CCCCn1c(N)c(N(CCOC)C(=O)c2cccc(S(=O)(=O)N(C)c3ccc(C)cc3)c2)c(=O)[nH]c1=O	1.7%
CC1(c2ccccc2)NC(=O)N(CC(=O)N(CC(=O)Nc2ccccc2C(F)(F)F)Cc2ccco2)C1=O (stereo not drawn)	-4.3%
O=C(Nc1cc(S(=O)(=O)N2CCOCC2)ccc1N1CCOCC1)c1c(F)cccc1Cl	-0.5%
CS(=O)(=O)c1ccc(Cl)c(NC(=O)COC(=O)CCN=C2NS(=O)(=O)c3ccccc32)c1	-0.4%
COc1ccc(CCNC(=O)COc2coc(CN3c4ccccc4CC3C)cc2=O)cc1OC (stereo not drawn)	-11.2%
CCN(CC(=O)Nc1ccc2c(c1)OCCO2)C(=O)c1ccc(C(F)(F)F)cc1	-3.5%
COc1ccc(OC)c(CN2CCN(C(=O)c3ccc(S(=O)(=O)Nc4ccccc4F)cc3)CC2)c1	-4.2%
COc1cc(Cl)c(C)cc1NC(=O)c1ccccc1-n1cnnn1	6.4%
Cc1oc(/N=C/c2ccccc2)c(C#N)c1C	-1.5%
CCOC(=O)c1ccc(N2C(=O)CC(Sc3nc(C)cc(C)n3)C2=O)cc1 (stereo not drawn)	2.4%
CCOc1ccc(Cc2nnc(SCC(=O)Nc3ccccc3)n(N)c2=O)cc1	1.5%
Cc1ccc(S(=O)(=O)N2CCN(C(=O)COC(=O)CCOc3ccc(C(C)(C)C)cc3)CC2)cc1	-5.7%
Cc1ccc(S(=O)(=O)N2CCOCC2)cc1C(=O)OC1CCOC1=O (stereo not drawn)	4.0%
CCCCn1c(N)c(N(CC(C)C)C(=O)c2c(CC)noc2C)c(=O)[nH]c1=O	5.8%
Cc1ccc(S(=O)(=O)NCCC(=O)NCCCSc2ccccc2)cc1	22.7%
COc1ccccc1C(=O)NCCC(=O)N1CCN(S(=O)(=O)c2cccc(Cl)c2)CC1	-7.7%
O=[N+]([O-])c1cc(Br)c2nsnc2c1N1CCOCC1	?
Cc1ccc(NC(=O)c2c([N+](=O)[O-])cnn2C)cc1C	-16.6%
COc1ccc(OC)c(CN2CCN(C(=O)c3ccco3)CC2)c1	-0.5%

Compounds shown so far that contain a Cl atom, in the order listed:
SMILES	L3MBTL1 inh
O=C(Nc1cc(S(=O)(=O)N2CCOCC2)ccc1N1CCOCC1)c1c(F)cccc1Cl	-0.5%
CS(=O)(=O)c1ccc(Cl)c(NC(=O)COC(=O)CCN=C2NS(=O)(=O)c3ccccc32)c1	-0.4%
COc1cc(Cl)c(C)cc1NC(=O)c1ccccc1-n1cnnn1	6.4%
COc1ccccc1C(=O)NCCC(=O)N1CCN(S(=O)(=O)c2cccc(Cl)c2)CC1	-7.7%

New compounds follow.
SMILES	L3MBTL1 inh
O=C(COC(=O)c1ccc([N+](=O)[O-])o1)NCc1ccccc1	?
COc1ccc(-c2ccc(=O)n(CC(=O)NCC3COCCO3)n2)cc1 (stereo not drawn)	9.1%
CC(=O)Nc1cccc(NC(=O)COc2ccccc2C)c1	9.8%
CCOc1ccc(NC(=O)CN2CCN(C(=O)c3ccco3)CC2)cc1S(=O)(=O)N1CCCC1	-1.4%
COc1ccccc1-c1nn(Cc2ccccc2)cc1C(=O)N1CCN(c2ncccn2)CC1	-2.2%
Cc1cc2c(cc1S(=O)(=O)Nc1cccc(F)c1)n(C)c(=O)c(=O)n2C	-3.6%
COc1ccccc1NC(=O)COC(=O)C12CC3CC(CC(Br)(C3)C1)C2	8.4%
Cc1cccc(C)c1NC(=O)CN(C)C(=O)c1cc(S(=O)(=O)N2CCOCC2)ccc1N1CCCC1	9.4%
C[C@@H](NC(=O)c1nc[nH]c1C(=O)NCc1ccccc1)c1ccccc1	0.0%
COc1cc(C(c2c(C)n(C)n(-c3ccccc3)c2=O)c2c(C)n(C)n(-c3ccccc3)c2=O)cc(Br)c1O	25.3%
Cc1ccc(C)c(S(=O)(=O)N2CCN(c3nc(CN4CCOCC4)nc4sc(C)c(C)c34)CC2)c1	-10.3%
Cc1cc(C)cc(C(=O)NC(CC(N)=O)c2ccc(NC3CCCCCCC3)c([N+](=O)[O-])c2)c1 (stereo not drawn)	-0.5%
COC(=O)[C@H](CC(C)C)N(Cc1ccccc1)S(=O)(=O)N(Cc1ccc(OC)cc1)[C@@H](CC(C)C)C(=O)OC	-2.6%
CC(Sc1nccn1C)C(=O)c1c(N)n(C)c(=O)n(C)c1=O (stereo not drawn)	-0.4%
CC1CCCCC1NC(=O)CN1c2cccc3cccc(c23)S1(=O)=O (stereo not drawn)	2.3%
COC(=O)[C@]1(C)N[C@H](CN(C)C(=O)c2ccc(F)cc2)[C@@H]2C(=O)N(Cc3ccccc3)C(=O)[C@@H]21	8.9%
COc1ccc(OCC(=O)OCC(=O)NC2CC2)cc1	3.7%
Cc1noc(C)c1C(=O)OC(C)C(=O)Nc1ccc2c(c1)OCO2 (stereo not drawn)	-2.0%
O=C(CN1C(=O)C2CC=CCC2C1=O)N1CCN(S(=O)(=O)c2ccccc2)CC1 (stereo not drawn)	2.2%
Cc1ccc(OCC(=O)c2cc(C)n(-c3cc(C)on3)c2C)c([N+](=O)[O-])n1	-18.7%
CC1CN(C(=O)CCC(=O)N2CCN(c3ccccn3)CC2)c2ccccc2O1 (stereo not drawn)	4.5%
Cc1cc(C)c(S(=O)(=O)NC2CC2)c(C)c1	0.5%
Cc1ccc(C(=O)N2CCN(c3cccc(C)c3C)CC2)cc1S(=O)(=O)N1CCOCC1	-0.7%
COc1ccccc1C(=O)NCCC(=O)NC1CCCCCC1	1.7%
Cc1nnc(SCC(=O)Nc2ccc3[nH]c(=O)[nH]c3c2)s1	3.8%
SMILES	L3MBTL1 inh
CCOC(=O)C1CCN(S(=O)(=O)CCNC(=O)c2ccc(F)cc2)CC1	2.9%
Cn1c(=O)c2c(ncn2CC(=O)N2CCN(S(=O)(=O)c3ccc(F)cc3)CC2)n(C)c1=O	-0.1%
CN(c1cccc(NC(=O)c2ccc(CN3CCc4ccccc4C3)cc2)c1)S(C)(=O)=O	-8.0%
C=Cc1ccc(C(=O)NC2CCCN(Cc3ccccc3F)C2)cc1 (stereo not drawn)	6.5%
CN(CC(=O)Nc1ccccc1C(F)(F)F)CC(=O)N1CCCCCC1	5.7%
COc1ccc(NS(=O)(=O)c2ccc(N3CCOCC3)c(N)c2)cc1	-7.8%
CC(=O)Nc1ccc(NC(=O)c2cccc(S(=O)(=O)N(C)C3CCCCC3)c2)cc1	0.5%
O=C(O)c1cc(S(=O)(=O)N2CC=C(c3ccccc3)CC2)ccc1O	6.1%
Cc1ccc(S(C)(=O)=O)cc1C(=O)OCC(=O)N(Cc1ccccc1)Cc1ccccc1	1.5%
O=S(=O)(c1ccc2nnn(O)c2c1)N1CCOCC1	9.8%
CCc1ccc(S(=O)(=O)Nc2ccc(Br)cn2)cc1	0.7%
OCC1(Cc2ccccc2F)CCCN(CCc2ccccc2)C1 (stereo not drawn)	1.2%
CC(=O)OC[C@]12CC[C@H]3[C@@](C)(CC[C@H]4C(C)(C)CCC[C@]34C)[C@@H]1C[C@H](C1=CC(=O)O[C@H]1OC(C)=O)O2	-8.4%
CCOC(=O)C1=C(COC(=O)c2ccc(C)s2)NC(=O)NC1C (stereo not drawn)	-1.6%
COc1cc(C(=O)N2CCc3ccccc32)c([N+](=O)[O-])cc1OC	-13.0%
CCn1c(=O)c2sccc2n(Cc2cccc(C)c2)c1=O	-1.0%
CC(=O)N1CCN(C(=O)COC(=O)CNC(=O)c2ccc(C)cc2)CC1	1.1%
CC(C)C(=O)Nc1ccc(N2CCOCC2)c(S(=O)(=O)Nc2ccccc2Cl)c1	-5.8%
O=C(COC(=O)c1ccc2c(c1)OCO2)Nc1ccccc1Cl	2.3%
COC(=O)c1ccc(COC(=O)C2CCN(S(=O)(=O)c3ccc(C)c(C)c3)CC2)o1	18.8%
CCOc1ccc(NC(=O)CN(C)C(=O)c2ccccc2OCCOc2ccccc2)cc1OCC	-4.8%
NCCCn1c(C(=O)c2ccc(Cl)cc2)c2ccc(C(F)(F)F)cc2[n+]1[O-]	-8.8%
COc1ccc(Cl)cc1C(=O)NNC(=O)c1csc(N2CCOCC2)n1	0.9%
Cc1ccc(CNc2ccc([N+](=O)[O-])cc2C(N)=O)cc1	-1.6%
COc1ccc(C(=O)COC(=O)c2sccc2C)cc1OC	-2.3%
SMILES	L3MBTL1 inh
CC1CCC(CN2C(Nc3ccccc3)=NC[C@@H]2C)CC1 (stereo partly drawn)	3.4%
O=C(CCc1nc2ccccc2c(=O)[nH]1)NNC(=O)c1ccccc1Cl	5.8%
CCCNS(=O)(=O)c1ccc(OCC(=O)Nc2ccc3c(c2)OCCO3)c(C)c1	-10.7%
CC(C)C(NC(=O)c1ccc(Cl)cc1Cl)C(=O)N1CCN(S(=O)(=O)c2ccccc2)CC1 (stereo not drawn)	0.2%
CCN(CC)CCC(=O)N1c2ccccc2CCc2ccc(NC(=O)OC(C)C)cc21	-5.5%
CCn1ccnc1C(O)(c1ccccc1)c1ccccc1	3.8%[2.29 µM]
Cc1ccc(OCCC(=O)N(CC(=O)Nc2ccccc2C(F)(F)F)Cc2ccco2)cc1	-5.2%
O=C(CN1C(=O)NC2(CCCC2)C1=O)N1CCN(c2ccccc2O)CC1	-3.7%
Cc1cccc(Oc2ccccc2NC(=O)C2=COCCO2)c1	5.7%
COc1ccc(OCC(=O)Nc2ccc(OC)c(S(=O)(=O)N3CCCCC3)c2)cc1	-12.4%
Cc1ccc2nc(N3CCN(C(=O)c4ccc(F)cc4)CC3)c(C#N)cc2c1	32.6%[activator]
CC(=O)NC(Cc1cc(C)ccc1C)C(=O)N1CCN(C(=O)c2ccc([N+](=O)[O-])cc2)CC1 (stereo not drawn)	1.3%
CCOc1ccc(CCNC(=O)Cc2ccc(NC3=NC4CS(=O)(=O)CC4S3)cc2)cc1 (stereo not drawn)	8.8%
O=C(CC1C[C@H](C(=O)N2CCCCC2)[C@@]2(CCc3ccccc3)c3[nH]c4ccccc4c3CCN2C1=O)NCc1ccco1 (stereo partly drawn)	-8.2%
CCOc1ccc(S(=O)(=O)N2CCCCC2)cc1NC(=O)CCc1ccc(OC)cc1	-0.7%
NC(=O)CC(NC(=O)Cc1ccc(Br)cc1)c1ccc(N2CCC(N3CCCC3)CC2)c([N+](=O)[O-])c1 (stereo not drawn)	-13.1%
Cn1c(=O)c(C(=O)NCc2ccc(F)cc2)c(O)c2ccccc21	1.4%
CC(OC(=O)CSc1ccc([N+](=O)[O-])cc1)C(=O)NCc1ccccc1 (stereo not drawn)	17.2%
COC(=O)c1cccc(-n2sc3ccccc3c2=O)c1	-2.6%
Cc1ccc(S(=O)(=O)NCC(=O)N2CCN(S(=O)(=O)c3ccc(Cl)cc3)CC2)cc1C	5.0%
COc1ccc(S(=O)(=O)N2CCN(C(=O)CSC(=S)N3CCCC3)CC2)cc1	0.1%
O=C(CN1C(=O)c2ccccc2C1=O)Nc1ccccc1C(F)(F)F	4.2%
CCCc1cc(=O)[nH]c(SCC(=O)N2CCCCCC2)n1	10.7%
COc1ccc(-n2c(=O)c(CCC(=O)N3CCN(c4ccccc4O)CC3)nc3ccccc32)cc1	-2.7%
COC(=O)C1=C(C)N(Cc2ccccc2)C(=NCc2cc(OC)c(OC)c(OC)c2)N[C@H]1c1ccc(Br)cc1	2.9%

Taken from above.
O=C(CN1C(=O)c2ccccc2C1=O)Nc1ccccc1C(F)(F)F @ L3MBTL1 inh: 4.2%
Cc1ccc(S(=O)(=O)NCC(=O)N2CCN(S(=O)(=O)c3ccc(Cl)cc3)CC2)cc1C @ L3MBTL1 inh: 5.0%

3 compounds out of the list, sorted by molecular weight, largest number first.
SMILES	L3MBTL1 inh
COc1ccc(OCC(=O)Nc2ccc(OC)c(S(=O)(=O)N3CCCCC3)c2)cc1	-12.4%
CCCc1cc(=O)[nH]c(SCC(=O)N2CCCCCC2)n1	10.7%
CC1CCC(CN2C(Nc3ccccc3)=NC[C@@H]2C)CC1 (stereo partly drawn)	3.4%

Other records.
SMILES	L3MBTL1 inh
NCCC(=O)NC[C@H]1O[C@@H](n2cnc3c(N)ncnc32)[C@H](O)[C@@H]1O	1.5%
CC(C)[C@H](NC(=O)c1ccccc1)C(=O)NC1CCCCCCC1	-5.8%
CCN(C1CCCCC1)S(=O)(=O)CCNC(=O)c1ccc2c(c1)OCO2	-6.4%
CC1(c2ccc(OC(F)F)cc2)NC(=O)N(CC(=O)NCCC2=CCCCC2)C1=O (stereo not drawn)	5.2%
O=C(COC(=O)CNC(=O)c1ccc(Cl)cc1Cl)Nc1cccc(S(=O)(=O)N2CCCC2)c1	-9.1%
CC12CCC(=O)N1C(C(=O)NNC(=O)c1cccc(Cl)c1)CS2 (stereo not drawn)	2.1%
COc1ccccc1CC(=O)N1CCN(c2ccccc2)CC1	2.3%
CC(=O)Nc1cccc(NC(=O)/C=C/c2ccc(S(=O)(=O)N3CCOCC3)cc2)c1	-4.5%
O=S(=O)(c1ccccc1Br)N(Cc1ccccc1)CC(O)COCc1ccccc1 (stereo not drawn)	16.3%
CCc1nnc(NC(=O)CN2CCN(Cc3ccc(C)cc3)CC2)s1	-0.4%
C=CC[C@@H](Cc1ccc(F)cc1)C(=O)OC[C@H]1CCCN1C(=O)[C@H](CC=C)CC(=O)N[C@H](CO)Cc1ccccc1	36.3%[activator]
